# Screening results as filed in PubChem BioAssay.
# D3 antag – antagonists of human D3 dopamine receptor | P35462 | D3R cells, DiscoveRx beta-arrestin luminescence, antagonist mode; stronger effect = lower value | max response, negative = inhibition, % | 360,000 tested, 2.5% active | AID 652054; in the data active = max response below about -50%; inconclusive = no clear call, values can overlap the other calls; note: % is set by controls: 0 for no effect and ±100 for the full control effect; mostly tested at two doses, the higher about 12 µM
#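 Cells plated overnight at 1500 cells/well, then exposed to library compounds with dopamine controls for 90 minutes at 37 degrees C. DiscoveRx reagent added for 30–60 minutes at room temperature; luminescence read, quantitative HTS format.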
# GLP1R cytotox – cytotoxic in the GLP-1 receptor inverse agonist counter-screen | Potency, µM (highest dose often 38.3 µM), without a hit: top-dose activity change, negative = inhibition, hits mostly inhibitors | AID 624418 | 410,000 tested, 0.13% active | HEK293 cAMP-luciferase reporter cells, luminescence, 24 h;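 note: loss of luciferase light is scored as toxicity; potency is the fitted concentration of half-maximal effect; % is set by controls: 0 for no effect and ±100 for the full control effect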
#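 A 23 nL compound transfer followed 12 hours of cell culture at 37 deg C; exposure then lasted 24 hr. Luciferase assay detection reagent was dispensed and plates read for luminescence after a 12 min room-temperature wait.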
# DRD3 agonist – D3 dopamine receptor (human) agonism; 410,000 tested, 0.58% active; D3R DiscoveRx beta-arrestin cells, luminescence, 90 min; P35462; max activation, %; in the data active = max activation above about 30%; note: 0% is about no effect; mostly tested at two doses, the higher about 12 µM
#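 Agonist mode: compounds and dopamine controls were applied to plated cells for 90 min at 37 degrees C after an overnight attachment at 1500 cells/well. Luminescent read-out followed 30 - 60 minutes at room temperature with DiscoveRx detection reagent.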
# PLK1 PBD block – PLK1 (human) polo-box domain binding inhibition; Potency, µM, for the others: max response, negative = inhibition, actives largely listed as inhibitors; Plk1 PBD binding of FITC phosphopeptide, fluorescence polarization; 360,000 tested, 2.8% active; P53350; note: potency is the fitted concentration of half-maximal effect; series mostly up to about 57 µM; % is set by controls: 0 for no effect and ±100 for the full control effect; nearly all actives have a fitted effect of over 65% in size
# Target sequence (P53350 whole entry, looked up, the tested form may be a part): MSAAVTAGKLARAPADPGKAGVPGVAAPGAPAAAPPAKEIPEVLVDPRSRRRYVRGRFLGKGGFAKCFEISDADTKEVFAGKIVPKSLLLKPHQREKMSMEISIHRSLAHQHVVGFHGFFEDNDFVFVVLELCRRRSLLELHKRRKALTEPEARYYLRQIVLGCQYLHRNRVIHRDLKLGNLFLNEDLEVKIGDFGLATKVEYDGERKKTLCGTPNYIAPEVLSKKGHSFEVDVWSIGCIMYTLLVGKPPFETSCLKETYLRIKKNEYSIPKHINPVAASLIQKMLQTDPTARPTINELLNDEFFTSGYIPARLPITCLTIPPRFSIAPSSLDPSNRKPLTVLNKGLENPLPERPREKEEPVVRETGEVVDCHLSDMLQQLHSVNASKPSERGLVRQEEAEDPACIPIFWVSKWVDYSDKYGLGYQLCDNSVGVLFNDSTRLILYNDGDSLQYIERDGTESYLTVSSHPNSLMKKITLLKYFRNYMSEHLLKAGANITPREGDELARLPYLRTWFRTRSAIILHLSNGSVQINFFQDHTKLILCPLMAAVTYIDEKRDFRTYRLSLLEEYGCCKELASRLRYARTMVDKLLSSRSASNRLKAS
# GLP1R ag – GLP-1 receptor (human) agonism. P43220. HEK293 GLP-1R CRE-luciferase, luminescence, 4-6 h; cells express a hypersensitive GLP-1R form. Potency, µM (series often up to 45.6 µM), without a hit: at the highest dose activation, most hits filed as activators. 380,000 tested, 0.007% active. AID 624172; note: potency is the fitted concentration of half-maximal effect; % of control where 0% means no effect
# Target sequence (P43220 whole entry, looked up): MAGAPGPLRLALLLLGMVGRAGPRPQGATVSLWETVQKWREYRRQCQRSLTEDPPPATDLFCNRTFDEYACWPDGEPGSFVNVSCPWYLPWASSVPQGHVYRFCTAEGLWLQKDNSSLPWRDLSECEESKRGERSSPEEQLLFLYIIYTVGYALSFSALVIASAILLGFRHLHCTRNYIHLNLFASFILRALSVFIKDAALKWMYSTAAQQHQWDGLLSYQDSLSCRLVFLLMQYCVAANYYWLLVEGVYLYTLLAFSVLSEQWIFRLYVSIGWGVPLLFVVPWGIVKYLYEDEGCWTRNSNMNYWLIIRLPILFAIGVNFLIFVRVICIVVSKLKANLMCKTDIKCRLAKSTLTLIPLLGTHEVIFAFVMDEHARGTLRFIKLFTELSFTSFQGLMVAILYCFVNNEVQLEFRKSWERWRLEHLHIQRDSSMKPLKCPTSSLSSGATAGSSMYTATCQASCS
# PI5P4K alpha inh – PI5P4K alpha (human) kinase inhibition | PI5P4Kalpha enzyme, ADP-Glo luminescence, 60 min; stronger effect = lower value | max response, % | 330,000 tested, 1.2% active | AID 652105; active = max response of -50% or lower; inconclusive = between -30% and -50%; inactive = -30% or higher; note: value at the top dose of about 77 µM; % is set by controls: 0 for no effect and ±100 for the full control effect
#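 Controls without substrate or without enzyme flank wells where PI5P4Kalpha converts substrate using 5 microM ATP (final). Incubation lasts 60 minutes at room temperature; ADP formed is read by ADP-Glo luminescence.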
# IL2 activator – activators of IL-2; activation, % (series mostly up to about 46 µM); 360,000 tested, 0.065% active; IL-2 activation reporter assay, cell-based qHTS; stimulated with anti-CD3/CD4/CD28 beads; in transgenic mouse T cells; in the data active = activation above about 50%; inconclusive = mostly about 30% to 49%; note: 0% is about no effect
#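 Quantitative HTS in unstimulated transgenic mouse T cells, with memory T cells as non-tolerant control and PMA/ionomycin as tolerance-bypass control. Compound pretreatment lasted 60 minutes before 18 h bead stimulation; EGFP/DsRed fluorescence read.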
# GLP-1R inv ag – GLP-1 receptor (human) inverse agonism | HEK293 GLP-1R CRE-luciferase, luminescence, 24 h; GLP-1R form is constitutively active | Potency, µM (doses to about 38.3 µM), for inactives: at the highest dose activity change, negative = inhibition, most hits filed as inhibitors | 410,000 tested, 1.6% active; note: potency is the fitted concentration of half-maximal effect; % is set by controls: 0 for no effect and ±100 for the full control effect; nearly all actives have a fitted effect of over 55% in size
#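 Using stably transfected HEK293 (constitutively active GLP-1R, cAMP-luciferase reporter), compounds were incubated 24 hr and luciferase measured by luminescence.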
# WRN inhibitor – blocks human WRN helicase | WRN helicase unwinding, fluorescent forked duplex, kinetic | 360,000 tested, 0.46% active | Q14191 | Potency, µM (titrated, usually from 114 µM), inactives show top-dose activity change, negative = inhibition, actives largely listed as inhibitors; note: potency is the fitted concentration of half-maximal effect; % is set by controls: 0 for no effect and ±100 for the full control effect; nearly all actives have a fitted effect of over 55% in size
#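 Kinetic fluorescence helicase assay: unwinding of a quenched forked DNA duplex (100 nM final) with 2 mM ATP final raises red fluorescence (525/598 nm). Compounds sat 15 min at room temperature with 20 nM WRN beforehand.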
# Active calls of the source: *; ? = inconclusive; . = not tested or not shown; [ ] = another dose, or the depositor's remark. Unless noted, calls come from the whole dose curve; as a rule, active = well fitted curve in the direction sought with a large enough effect; inconclusive = small, poorly fitted or top-dose-only effect, or another doubt; inactive = no such curve, though single readings can be large; an effect the other way counts as inactive or inconclusive.
cpd	SMILES	GLP-1R inv ag	IL2 activator	PI5P4K alpha inh	GLP1R cytotox	DRD3 agonist	D3 antag	PLK1 PBD block	WRN inhibitor	GLP1R ag
1	O=S(=O)(Nc1ccc(-c2cn3c(n2)SCC3)cc1)c1cc(F)ccc1F	1%	-0.9	-23	-5%	-10	-27	0%	-1%	0%
2	CCOc1ccc(NC(=O)Cn2c(=O)n(Cc3ccc(C(=O)NCc4ccc5c(c4)OCO5)cc3)c(=O)c3ccccc32)cc1	5%	.	.	2%	2	.	.	.	-1%
3	FC(F)(F)c1cnc(NNC(=S)Nc2cccnc2)c(Cl)c1	?	-0.9	-17	-19%	-11	-67*	?	5%	3%
4	Cc1nnc(SCC(=O)Nc2cc(S(=O)(=O)N3CCOCC3)ccc2C)s1	3%	3.1	-1	22%	0	1	-6%	-2%	6%
5	COc1ccc(-c2noc(-c3csc([C@@H]4C[C@H](O)[C@@H](CO)O4)n3)n2)cc1OC	12%	0.3	2	3%	-2	-21	-13%	2%	10%
6	CC(NC(=O)CCn1ccc2cc(S(=O)(=O)N3CCCC3)ccc21)c1ccccc1 (stereo not drawn)	-10%	-2.0	-2	-8%	-7	4	-10%	2%	13%
7	CCN(CC)S(=O)(=O)c1cccc(-c2n[nH]c(=S)n2/N=C/c2ccc(OC(F)F)cc2)c1	1%	3.4	-22	17%	-12	0	?	-8%	1%
8	Cc1nnsc1C(=O)Nc1ccc(S(=O)(=O)N2CCC(C)CC2)cc1	-1%	-3.9	1	-1%	3	-1	-10%	-7%	2%
9	CC(CCc1ccccc1)NC(=O)C(=O)c1c[nH]c2ccccc12 (stereo not drawn)	?	-1.5	19	0%	-1	?	-13%	-2%[57.1 µM]	-5%
10	Cc1cccc(OCCSc2nc3ccccc3n2CC(=O)O)c1	5%	0.2	3	-3%	-6	-20	-1%	4%	-5%
11	CCCCC(C(=O)N/N=C/c1ccccn1)C(=O)N/N=C/c1ccccn1	11%	1.9	1	35%[activator]	-8	-3	3%	6%	4%
12	CN(C(=O)CSc1nnc(-c2ccncc2)n1-c1ccccc1)C1CCS(=O)(=O)C1 (stereo not drawn)	22%	0.1	0	3%	1	-10	-18%	-2%	0%
13	Cc1cccc(CSCc2ccc(C(=O)NCCc3ccccc3)o2)c1	?	.	.	2%	-7	.	.	.	15%
14	Cc1ccc(-c2nnc(-c3ccccc3)c(N3CCOCC3)n2)cc1	0%	-0.6	.	-16%	-6	-3	1%	-4%	0%
15	COc1ccc(/C=C/C(=O)NCCN2CCOCC2)cc1OC	7%	3.0	9	2%	-2	-2	17µM*	3%	-6%
16	CCOC(=O)C(Nc1ccc2ccccc2c1)C(=O)OCC	5%	1.8	-4	-12%	4	-24	-30%	-11%	-23%
17	CC1(C)OC(=O)C2=C(C[C@@H](C3CC3)O[C@@H]2C2CC2)O1	-6%	0.9	1	-7%	5	16	-2%	8%	11%
18	C=CCOc1ccc2c(CC)cc(=O)oc2c1C	90%[activator]	0.6	15	-13%	1	10	3%	-5%	13%
19	O=C1NC[C@@H](CCCCN2C[C@H](Cc3ccccc3)N(Cc3ccccc3)C(=O)C2=O)N(CC2CCCCC2)C1=O	22%	-0.4	-2	-8%	-9	-22	-10%	-1%	7%
20	Cc1ccccc1C(=O)N/N=C1/SCC(=O)N1Cc1ccccc1	-12%	-1.5	-2	0%	3	7	-3%	-2%	16%
21	Cc1ccccc1OCCCN1CCOCC1	-10%	1.4	1	5%	-4	-9	-3%	4%	-4%
22	Oc1ccc(Nc2ncnc3c2oc2ccccc23)cc1	82%[activator]	-1.1	-6	-5%	1	-1	3%	-3%	?
23	Cc1oc2cc3oc(=O)c(CCC(=O)NCCCC(=O)O)c(C)c3cc2c1C	19%	1.1	0	19%	8	-13	-25%	-7%	0%
24	Cc1ccc(C(C(=O)NCC2CCCO2)N(C(=O)c2snc(C(N)=O)c2N)c2ccc(C)c(C)c2)o1 (stereo not drawn)	-25%	-4.3	-5	4%	-20	-7	-14%	2%	7%
25	O=C(OCCCCN1C(=O)c2ccccc2C1=O)c1ccc(S(=O)(=O)N2CCCC2)cc1	6%	-0.1	9	-11%	3	14	-3%	0%	-18%
26	COc1ccc(NC(=O)CCc2nc(-c3ccc(C)cc3)no2)c(OC)c1	20%	-0.3	6	-4%	7	5	0%	-9%	3%
27	COC(=O)c1sc2ccccc2c1-n1cccc1C(=O)C(=O)Nc1ccc(F)cc1	?	-4.8	-5	-9%	-2	20	3%	-24%	-9%
28	O=C(Nc1cccc(S(=O)(=O)NC2=NCCC2)c1)c1ccccc1	5%	-0.7	1	8%	4	19	-3%	0%	-2%
29	Cn1ncn2c(=O)c3c(nc12)-c1ccccc1CC31CCCC1	5%	-3.2	9	4%	1	14	-10%	-7%	7%
30	CC(C)(C)N(Cc1cc2ccccc2[nH]c1=O)C(=O)c1ccco1	20%	-0.4	-8	-1%	-2	1	?	8%[57.1 µM]	4%
31	COc1cccc(NC(=O)Nc2ccc(Br)cn2)c1	2%	-3.1	-1	-1%	49*	0	-1%	0%	23%
32	O=C(O)c1ccc(O)c(O)c1	-7%	1.1	-1	4%	16	-24	1%	5%	0%
33	CCCCCc1c(-c2ccccc2F)ncn1CCc1ccccc1OC	?	-0.8	0	-11%	11	31	-5%	-6%	-4%
34	CCN(C(=O)CSc1ccc(S(=O)(=O)N2CCOCC2)cn1)c1ccccc1	7%	-0.3	2	6%	2	12	-4%	7%	6%
35	O=C(c1ccccc1)c1cn[nH]c1-c1ccccc1O	8%	-0.2	-2	-7%	-1	-1	-3%	-7%	29%
36	Cc1[nH]nc2c1C(c1cc(Br)cs1)C(C#N)=C(N)O2 (stereo not drawn)	44%[activator]	-0.5	-28	?	-7	4	?	-20%	-36%[inhibitor]
37	c1ccc(CCNc2ncnc3ccccc23)cc1	?	-0.9	-17	-1%	-6	-2	-16%	-4%	-5%
38	Cc1ccc(C(C(=O)NC2CCCC2)N(Cc2ccc3c(c2)OCO3)C(=O)c2snc(C(N)=O)c2N)cc1 (stereo not drawn)	28%	-1.5	-6	-5%	1	-22	-16%	1%	1%
39	CC(C)C(c1nnnn1Cc1ccccc1)N(Cc1ccco1)Cc1cccs1 (stereo not drawn)	?	-0.8	0	-2%	0	-21	-6%	-12%	-3%
40	O=C(Cc1cccs1)N1CCN(C(=O)C2CCCO2)CC1 (stereo not drawn)	-7%	0.2	.	7%	15	15	-4%	4%	-12%
41	COc1ccc(N(C)S(=O)(=O)c2cccc(C(=O)NCC3CCCCC3)c2)cc1	?	-0.8	-10	-4%	4	0	-5%	-5%	8%
42	CCOC(=O)CCc1c(C)nc2cc(-c3ccc(F)cc3)[nH]n2c1=O	7%	-3.0	-2	-9%	-16	?	-5%	-35%[57.1 µM]	9%
43	COc1cc(/C=C(\C#N)C(=O)Nc2ccccc2F)ccc1OCCN1CCOCC1	-30%	0.8	1	-3%	-3	9	-18%	-27%	-1%
44	O=C(NCCc1cn2ccccc2n1)c1cc(COc2ccc3ncccc3c2)on1	13µM*	-1.4	2	-4%	28	30	-7%	-4%	1%
45	Cc1cc(C)c(CN2CCC(n3nccc3NC(=O)c3ccccc3Cl)CC2)cc1C	?	-1.0	-4	?	-12	-52*	-19%	?	-13%
46	Cc1csc2nc(=O)c3ccccc3n12	23%	0.2	5	13%	-4	5	-20%	-9%	-3%
47	CCc1ccccc1NC(=O)C1CCCN(S(=O)(=O)c2c(C)noc2C)C1 (stereo not drawn)	4%	-2.4	12	-3%	-5	12	1%	10%	1%
48	O=C(/C=C/c1ccccc1)N/C(=C/c1ccccc1)C(=O)N1CCOCC1	1%	0.8	8	18%	9	24	-8%	11%	2%
49	Cc1nn(C)c(C)c1NC(=O)c1ccccc1NC(=O)Nc1ccccc1	18%	1.0	0	-2%	2	23	-4%	-8%	-6%
50	O=C(NC1CCS(=O)(=O)C1)c1cccc(S(=O)(=O)N2CCCCCC2)c1 (stereo not drawn)	18%	2.2	-2	2%	4	10	8%	-1%	-4%
51	OC1(c2ccccc2Cl)NN=C2CCCCCN21 (stereo not drawn)	0%	-2.0	-4	30%	-12	-24	-7%	0%	0%
52	CCOc1ccc(S(=O)(=O)Nc2cc(NS(=O)(=O)c3ccc(OCC)cc3)cc(C(=O)O)c2)cc1	13%	-0.4	-25	5%	1	-1	-29%	-23%	-4%
53	CN(C(=O)c1cc([N+](=O)[O-])ccc1NCc1cccnc1)c1ccccc1	21%	-3.1	0	-16%	1	-6	-1%	-2%	4%
54	O=S(=O)(Nc1ccc2c(c1)OCO2)c1cccc(Br)c1	?	-3.0	-1	-2%	-4	10	2%	7%	1%
55	C=CCOc1ccc(/C=N/NC(=O)C(C)Sc2ccccn2)cc1OCC (stereo not drawn)	32%[activator]	0.2	9	18%	-1	-9	-13%	-1%	27%
56	CCn1cc(C(=O)OCC(=O)Nc2ccc(S(=O)(=O)N3CCCC3)cc2)c(=O)c2ccc(C)nc21	15%	-1.9	1	-19%	-5	-11	-12%	-2%	-3%
57	O=C(c1ccccc1Cl)N1CCc2ccccc2C1	8%	0.6	.	-5%	-18	-14	0%	-7%	-6%
58	CN(c1ccccc1)S(=O)(=O)c1cc(Cl)ccc1Cl	-30%	0.5	0	-4%	-1	11	-5%	7%	6%
59	O=C(N/N=C/c1cccnc1)c1cccc(N2CCCC2=O)c1	8%	-0.3	0	3%	2	-20	-8%	0%	1%
60	COc1cccc(/C=C2\SC(=S)N(CCC(=O)NCCc3ccc(O)cc3)C2=O)c1	4µM*	-3.7	-4	?	3	-12	-8%	-11%	-3%

# Record cards, as listed above.
# Shown for O=C(NCCc1cn2ccccc2n1)c1cc(COc2ccc3ncccc3c2)on1 → GLP-1R inv ag: 13µM*; IL2 activator: -1.4; PI5P4K alpha inh: 2; GLP1R cytotox: -4%; DRD3 agonist: 28; D3 antag: 30; PLK1 PBD block: -7%; WRN inhibitor: -4%; GLP1R ag: 1%
# Shown for Cc1cc(C)c(CN2CCC(n3nccc3NC(=O)c3ccccc3Cl)CC2)cc1C → GLP-1R inv ag: ?; IL2 activator: -1.0; PI5P4K alpha inh: -4; GLP1R cytotox: ?; DRD3 agonist: -12; D3 antag: -52*; PLK1 PBD block: -19%; WRN inhibitor: ?; GLP1R ag: -13%
